Dynein transport = blocks dynein driven cargo transport along microtubules; hit rate 0.47% among 220,000; z-score, hits read low; 3617.4 mouse cells, GR-EGFP nuclear translocation imaging; test concentration mostly 20 µM; stimulated with dexamethasone, 1 µM; active compounds read low; AID 1381;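 active = plate z-score of nuclear minus cytoplasmic receptor signal below a set negative limit, without overly bright fluorescence or cell loss, cut at about -3.5 in these data, passing the limit was not always enough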;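 note: z-score of nuclear minus cytoplasmic ring GR-EGFP intensity difference per well; some compounds called inactive have numbers as strong as hits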
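Buffer or medium – tet-free medium with charcoal-stripped serum · Signal – automated 10x imaging of fixed Hoechst-stained cells · Also added – dexamethasone agonist, 1.0 µM final, for 30 min · Incubation – induction 48 h, compound 1 h, agonist 30 min · Read-out – GR-EGFP nuclear translocation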
CSM14.1 death rescue = rescue of cells from ER stress-induced death, primary screen, 384-well, CSM14.1, thapsigargin, ATP luminescence (AID 1222) | CSM14.1 thapsigargin-induced death rescue, ATP luminescence; higher % means a stronger effect | cellular ATP content (survival), % at 20 µM; hits with a dose series show EC50 in µM | 190,000 tested, under 10 active;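 active = EC50 below 50 µM in the dose-response confirmation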;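 note: death triggered by thapsigargin at about 15 µM added after 2 h compound pretreatment; cell ATP read after overnight thapsigargin exposure of roughly 18 to 22 hours; normalized against plate controls of thapsigargin alone and 5% DMSO vehicle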
MT stabilizer = stabilizes microtubules in HeLa cells | hit rate 0.83% among 200,000 | HeLa tubulin immunostaining HCS, 24 h; share of cells brighter than vehicle mean+2SD | % tubulin-high responders, % at 10 µM;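 active = plate Z-score above 3 for both tubulin-high and condensed-nucleus cell shares, with cell loss under 80%, at 10 µM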;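 note: anti alpha tubulin signal scored within the nucleus-defined area of each cell; some results filed as inactive read as strong as hits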
Hep lipid drop = hepatic lipid droplet formation modulation. AML12 mouse hepatocytes, oleate lipid droplets, BODIPY imaging. inhibition, % at 6.5 µM. hit rate 0.4% among 240,000;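 active = lipid droplet intensity inhibited by at least 50%, with more than 500 cells counted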
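Assay system: AML12 mouse liver cells | Compound: 6.5 µM single-point dosing | Schedule: Overnight exposure | Technique: Fluorescence imaging, 20x objective, two fields per well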
b-catenin transl = modulators of beta-catenin nuclear translocation | HeLa beta-catenin nuclear translocation, immunofluorescence imaging | nuclear translocation activity, % at 5 µM | hit rate 0.3% among 190,000;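 active = nuclear translocation activity above 50% at 5 µM, with a well cell count of 50 or more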;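 note: per-cell ratio of nuclear to cytoplasmic median beta-catenin stain intensity; plate controls were DMSO negative control for no effect and GSK-3 inhibitor IX positive control for full effect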
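Test system: human HeLa cell line; Doses: 5 µM primary, 0.02–20 µM confirmation; Incubation: 24 h compound exposure, 37°C; Detection: beta-catenin immunofluorescence imaging with DAPI; Read-out: beta-catenin nuclear/cytoplasmic ratio, % activation.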
WT yeast gro inh = growth inhibition of WT yeast, mitochondrial fusion screen; inhibition, % at 10 µM; mitochondrial fusion phenotypic screen, WT strain; hit rate 2.1% among 190,000; in the data active = inhibition above about 58%; tested in S. cerevisiae
Ins promoter up = MIN6 insulin promoter up-regulation. AID 1625. hit rate 0.3% among 190,000. MIN6 insulin promoter-GFP reporter, high-content imaging; active compounds read high. z-score at 5 µM;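 active = z-score above 3 at 5 µM with at least 500 cells counted in the well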
Autophagy HCS = alters autophagy in cells | MEF GFP-LC3 puncta imaging; test concentration mostly 10 µM | calls only at 10 µM (by protocol) | hit rate 0.98% among 190,000 | AID 463193;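 active = percentage of spot-positive cells more than 3 SD above its plate mean, without a fluorescence outlier flag or 80% toxicity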;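 note: spot-positive cell cutoff set from DMSO-treated cells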
XIAP antagonists = small molecules displacing peptide from XIAP – biochemical, IAP family, fluorescence polarization (AID 1018) | XIAP BIR domain, fluorescence polarization peptide displacement; higher % means a stronger effect | one-dose displacement, % at 20 µM; IC50 in µM for titrated hits | hit rate 0.007% among 200,000; in the data active = displacement above about 50%; note: a part of the inactive calls stands beside numbers as strong as those of hits
WT yeast gro inh mutant strain = also measured in WT yeast gro inh; calls as there; inhibition, %; mitochondrial fusion phenotypic screen, mutant strain inhibition
Dynein transport cytoplasmic EGFP = second read-out of Dynein transport, no call of its own (marks repeat the call); z-score; measured here: cytoplasmic GR-EGFP intensity; active compounds read high
Dynein transport nuclear GR-EGFP = also measured in Dynein transport; calls as there; z-score; measured here: nuclear GR-EGFP intensity;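 lower value marks the stronger effect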
Dynein transport cell count = recorded beside Dynein transport, whose call it bears; z-score; measured here: cell count per field
Ins promoter up cell count = second read-out of Ins promoter up, no call of its own (marks repeat the call); cell count; measured here: cytotoxicity, nuclei count;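 total cells summed across four imaged fields per well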
Hep lipid drop cells 6.5 µM = second read-out of Hep lipid drop, no call of its own (marks repeat the call); cell count; measured here: cell count, cytotoxicity flag;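 cells counted across two imaged fields per well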
b-catenin transl cell count 5 µM = recorded beside b-catenin transl, whose call it bears; cell count; measured here: cell count, cytotoxicity flag
MT stabilizer Hoechst-high % = second read-out of MT stabilizer, no call of its own (marks repeat the call); % Hoechst-high responders; measured here: nuclear condensation Hoechst responders;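 share of cells brighter than vehicle mean plus two SD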
MT stabilizer cytotoxicity % = recorded beside MT stabilizer, whose call it bears; toxicity, %; measured here: cytotoxicity by cell density;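 0% = mean cell density of plate MIN control wells and 100% = no cells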
Autophagy HCS cell loss 18 h = second read-out of Autophagy HCS, no call of its own (marks repeat the call); toxicity, %; measured here: cell loss, nuclei count;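 cell loss after 18 h compound exposure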
Numbers without * were called inactive.

For O=C(O)CCN=C1CCc2ccccc2N1 the results were Dynein transport -0.27, CSM14.1 death rescue -1.9%, MT stabilizer 2.1, Hep lipid drop 12, b-catenin transl -13, WT yeast gro inh -19, Autophagy HCS inactive, XIAP antagonists -4.2%, WT yeast gro inh mutant strain -22, Dynein transport cytoplasmic EGFP 0.71, Dynein transport nuclear GR-EGFP -0.25, Dynein transport cell count 0.42, Hep lipid drop cells 6.5 µM 798, b-catenin transl cell count 5 µM 1203, MT stabilizer Hoechst-high % 1.8, MT stabilizer cytotoxicity % 3.6 and Autophagy HCS cell loss 18 h -1.
For CCCC(=O)N/N=C1\CS(=O)(=O)N(C)c2ccsc21 the results were Dynein transport 1.2, CSM14.1 death rescue 1.9%, MT stabilizer 5.4, Hep lipid drop -1, b-catenin transl -0.2, WT yeast gro inh 5, Ins promoter up 1.4, Autophagy HCS inactive, XIAP antagonists -8.9%, WT yeast gro inh mutant strain 7, Dynein transport cytoplasmic EGFP -0.17, Dynein transport nuclear GR-EGFP 0.5, Dynein transport cell count -0.86, Ins promoter up cell count 1037, Hep lipid drop cells 6.5 µM 700, b-catenin transl cell count 5 µM 1060, MT stabilizer Hoechst-high % 1.6, MT stabilizer cytotoxicity % 7.3 and Autophagy HCS cell loss 18 h -3.
COc1ccc(C(CC(=O)O)NC(=O)c2ccco2)cc1 (stereo not drawn) was read as Dynein transport -0.6, CSM14.1 death rescue -0.8%, MT stabilizer 2.0, Hep lipid drop -8, b-catenin transl 1.6, WT yeast gro inh -3, Ins promoter up 1.1, Autophagy HCS inactive, XIAP antagonists -6.9%, WT yeast gro inh mutant strain -17, Dynein transport cytoplasmic EGFP 0.14, Dynein transport nuclear GR-EGFP 0.084, Dynein transport cell count 0.62, Ins promoter up cell count 838, Hep lipid drop cells 6.5 µM 739, b-catenin transl cell count 5 µM 1236, MT stabilizer Hoechst-high % 1.2, MT stabilizer cytotoxicity % 7.1 and Autophagy HCS cell loss 18 h 25.
`C/C(N)=C(/C#N)C(=O)COC(=O)CNS(=O)(=O)c1ccc(C)cc1` gave Dynein transport 0.54, CSM14.1 death rescue 0.4%, MT stabilizer 3.9, Hep lipid drop 5, b-catenin transl -4.2, WT yeast gro inh -9, Ins promoter up 0.4, Autophagy HCS inactive, XIAP antagonists -7.6%, WT yeast gro inh mutant strain 5, Dynein transport cytoplasmic EGFP -0.26, Dynein transport nuclear GR-EGFP 0.77, Dynein transport cell count -1.1, Ins promoter up cell count 1294, Hep lipid drop cells 6.5 µM 665, b-catenin transl cell count 5 µM 1018, MT stabilizer Hoechst-high % 3.5, MT stabilizer cytotoxicity % 6.3 and Autophagy HCS cell loss 18 h -6.
`O=C(O)c1cccnc1Cl` gave Dynein transport -0.41, CSM14.1 death rescue -4.1%, MT stabilizer 2.0, Hep lipid drop 25, b-catenin transl 0.3, WT yeast gro inh -20, Autophagy HCS inactive, XIAP antagonists -3.6%, WT yeast gro inh mutant strain 4, Dynein transport cytoplasmic EGFP 0.2, Dynein transport nuclear GR-EGFP 0.27, Dynein transport cell count -0.0011, Hep lipid drop cells 6.5 µM 557, b-catenin transl cell count 5 µM 968, MT stabilizer Hoechst-high % 3.5, MT stabilizer cytotoxicity % 6.8 and Autophagy HCS cell loss 18 h -4.
Cc1ccc2c(c1)CCCN2C(=O)NC1CCCCC1 was read as Dynein transport -0.65, CSM14.1 death rescue 3.5%, MT stabilizer 1.1, Hep lipid drop 0, b-catenin transl -0.9, WT yeast gro inh -7, Ins promoter up -1.2, Autophagy HCS inactive, XIAP antagonists -3.8%, WT yeast gro inh mutant strain 5, Dynein transport cytoplasmic EGFP -0.24, Dynein transport nuclear GR-EGFP -0.1, Dynein transport cell count 1.4, Ins promoter up cell count 1416, Hep lipid drop cells 6.5 µM 744, b-catenin transl cell count 5 µM 1068, MT stabilizer Hoechst-high % 1.8, MT stabilizer cytotoxicity % 6.6 and Autophagy HCS cell loss 18 h -19.
CNC(=O)CN1C(=O)NC2(CCc3ccccc32)C1=O (stereo not drawn) was read as Dynein transport -0.9, CSM14.1 death rescue -3.0%, MT stabilizer 1.9, Hep lipid drop -1, b-catenin transl -4.8, WT yeast gro inh 5, Ins promoter up 0.03, Autophagy HCS inactive, XIAP antagonists -6.3%, WT yeast gro inh mutant strain -5, Dynein transport cytoplasmic EGFP 0.4, Dynein transport nuclear GR-EGFP -0.23, Dynein transport cell count 0.3, Ins promoter up cell count 780, Hep lipid drop cells 6.5 µM 778, b-catenin transl cell count 5 µM 1161, MT stabilizer Hoechst-high % 1.0, MT stabilizer cytotoxicity % 6.7 and Autophagy HCS cell loss 18 h -6.
`COc1ccc(N2CC(NC(=O)NCCC(C)C)CC2=O)cc1` (stereo not drawn) gave Dynein transport 0.29, CSM14.1 death rescue 0.5%, MT stabilizer 4.8, Hep lipid drop 26, b-catenin transl -4.1, WT yeast gro inh -7, Ins promoter up 0.05, Autophagy HCS inactive, XIAP antagonists -14%, WT yeast gro inh mutant strain 8, Dynein transport cytoplasmic EGFP -0.24, Dynein transport nuclear GR-EGFP 0.027, Dynein transport cell count 0.17, Ins promoter up cell count 1575, Hep lipid drop cells 6.5 µM 671, b-catenin transl cell count 5 µM 1082, MT stabilizer Hoechst-high % 3.3, MT stabilizer cytotoxicity % 8.6 and Autophagy HCS cell loss 18 h 25.
For CN(Cc1ccccc1)S(=O)(=O)c1ccc2c(c1)n(C)c(=O)n2C the results were Dynein transport 0.3, CSM14.1 death rescue -1.9%, MT stabilizer 3.2, Hep lipid drop 0, WT yeast gro inh -9, Ins promoter up -0.56, Autophagy HCS inactive, XIAP antagonists -4.4%, WT yeast gro inh mutant strain 3, Dynein transport cytoplasmic EGFP -0.23, Dynein transport nuclear GR-EGFP 0.51, Dynein transport cell count -0.64, Ins promoter up cell count 1174, Hep lipid drop cells 6.5 µM 720, MT stabilizer Hoechst-high % 1.0, MT stabilizer cytotoxicity % 1.5 and Autophagy HCS cell loss 18 h 1.
`Cc1cc(OCC(=O)c2ccc(F)cc2)ccc1N1C(=O)CCC1=O` gave Dynein transport -0.55, CSM14.1 death rescue -2.6%, MT stabilizer 2.1, Hep lipid drop 4, Autophagy HCS inactive, XIAP antagonists -4.4%, Dynein transport cytoplasmic EGFP -0.27, Dynein transport nuclear GR-EGFP -0.33, Dynein transport cell count 0.22, Hep lipid drop cells 6.5 µM 687, MT stabilizer Hoechst-high % 2.3, MT stabilizer cytotoxicity % 3.2 and Autophagy HCS cell loss 18 h -5.
`COc1ccc(-c2nnc(SC(C)C#N)o2)cc1` (stereo not drawn) gave Dynein transport 2.2, CSM14.1 death rescue -1.4%, MT stabilizer 3.6, b-catenin transl 1.3, WT yeast gro inh 0, Ins promoter up 1.1, Autophagy HCS inactive, XIAP antagonists -2.6%, WT yeast gro inh mutant strain -9, Dynein transport cytoplasmic EGFP -0.15, Dynein transport nuclear GR-EGFP 1.3, Dynein transport cell count -1.6, Ins promoter up cell count 1589, b-catenin transl cell count 5 µM 1377, MT stabilizer Hoechst-high % 1.2, MT stabilizer cytotoxicity % 0.3 and Autophagy HCS cell loss 18 h 10.
Screening O=C(Nc1cc2c(=O)n(-c3ccc(Oc4ccccc4)cc3)ccc2oc1=O)c1ccccc1 returned Dynein transport -0.39, MT stabilizer 1.3, Hep lipid drop 12, b-catenin transl 0.8, WT yeast gro inh 4, Ins promoter up -0.78, Autophagy HCS inactive, XIAP antagonists -4.0%, WT yeast gro inh mutant strain 1, Dynein transport cytoplasmic EGFP -0.33, Dynein transport nuclear GR-EGFP -0.29, Dynein transport cell count -0.029, Ins promoter up cell count 1503, Hep lipid drop cells 6.5 µM 690, b-catenin transl cell count 5 µM 1083, MT stabilizer Hoechst-high % 1.6, MT stabilizer cytotoxicity % 2.7 and Autophagy HCS cell loss 18 h 3.
`Cn1c(=O)oc2cc(S(=O)(=O)N3CCN(c4ccccc4)CC3)ccc21` gave Dynein transport -1.9, CSM14.1 death rescue -1.5%, MT stabilizer 5.4, b-catenin transl -0.8, WT yeast gro inh -4, Ins promoter up 1.6, Autophagy HCS inactive, XIAP antagonists -6.4%, WT yeast gro inh mutant strain -1, Dynein transport cytoplasmic EGFP 1.5, Dynein transport nuclear GR-EGFP -0.37, Dynein transport cell count 0.11, Ins promoter up cell count 1139, b-catenin transl cell count 5 µM 711, MT stabilizer Hoechst-high % 3.9, MT stabilizer cytotoxicity % 5.3 and Autophagy HCS cell loss 18 h 2.
Screening CC1CCCCN1S(=O)(=O)c1ccc(C(=O)Nc2nnc(-c3cccs3)o2)cc1 (stereo not drawn) returned Dynein transport -0.8, CSM14.1 death rescue 0.0%, MT stabilizer 3.6, Hep lipid drop 22, WT yeast gro inh 12, Ins promoter up -0.6, Autophagy HCS inactive, XIAP antagonists -4.1%, WT yeast gro inh mutant strain -26, Dynein transport cytoplasmic EGFP -0.046, Dynein transport nuclear GR-EGFP -0.13, Dynein transport cell count 1.6, Ins promoter up cell count 1132, Hep lipid drop cells 6.5 µM 784, MT stabilizer Hoechst-high % 1.1, MT stabilizer cytotoxicity % 4.7 and Autophagy HCS cell loss 18 h 5.

High-throughput results deposited in PubChem by several laboratories.
